From PubChem BioAssay
HUVEC tox TNFa = cytotoxicity in TNFa-stimulated HUVEC, primary screen, cytotoxicity control for VCAM1 expression modulator project, imaging, Hoechst nuclei count; HUVEC TNFalpha-stimulated, Hoechst cell count; 0.17% of 93,000 active; AID 848, 2007; cell count reduction, % at 2 µM;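 active means cell count reduction exceeding the screen mean by over 5 SD, scaled to untreated wells per plate, cut at about 78% in these data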;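 further: cells counted after 24 h of TNF alpha exposure following the 1 h pretreatment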
PTPN22 inh 2 = PTPN22 phosphatase inhibitors, primary screen, biochemical, DiFMUP fluorescence, 2 µM | Tyrosine-protein phosphatase non-receptor type 22 (Homo sapiens), Q9Y2R2 | recombinant LYP catalytic domain | inhibition, % at 2 µM | 0.21% of 96,000 active | AID 640, 2007;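 active means inhibition at 2 µM at or above a set limit, the screen mean plus 3 SD, cut at about 24% in these data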;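 further: 0% = DMSO with enzyme and 100% = enzyme fully blocked by orthovanadate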
F-actin modifier = modifiers of F-actin cytoskeleton organization, primary screen, imaging, HUVEC, phalloidin staining, high-content imaging; 0.18% of 91,000 active; HUVEC TNFa F-actin phalloidin imaging; inhibition, % at 2 µM; AID 836, 2007;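 active means inhibition above the batch mean plus 3 SD and confirmed as a hit by visual image inspection, cut at about 30% in these data, passing the limit was not always enough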; further: strong numbers were not always called active
VCAM1 TNFa inh = inhibitors of TNFa-induced VCAM1 expression, primary screen, imaging, HUVEC, TNFa stimulus, immunofluorescence; HUVEC TNFa-induced VCAM-1 immunofluorescence, high-content imaging; inhibition, % at 2 µM; 0.48% of 95,000 active;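 active means inhibition above the batch mean plus 3 SD, with images confirmed as a hit by eye, cut at about 37% in these data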;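 further: 0% = TNF-stimulated DMSO wells and 100% = unstimulated control wells; not every result past the cut was called active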
FAK blocker = FAK kinase inhibitors, primary screen, biochemical | 0.84% of 97,000 active | AID 727, 2007 | inhibition, %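 (tested at 7 µM)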 | biochemical FAK kinase activity assay; in the data active means inhibition above about 19%;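 further: 0% = DMSO and 100% = reference compound high control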
IL1B cytotox = cytotoxicity in IL-1B stimulated HUVEC, primary screen, cytotoxicity control for IL-1B NFkB translocation project, imaging, Hoechst nuclear count, IL-1B stimulus; HUVEC cell count loss; cell count reduction, % at 2 µM; 0.41% of 94,000 active; AID 845, 2007;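 active means cell count reduction more than 3 SD above the screen-wide mean, cut at about 70% in these data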;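 further: normalized per plate to untreated control cells as the no-loss baseline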
PTPN22 act = LYP phosphatase activators, primary screen, biochemical, DiFMUP fluorescence, 2 µM. Tyrosine-protein phosphatase non-receptor type 22 (Homo sapiens), Q9Y2R2. recombinant LYP; 0 = plate median, 100 = signal doubled. activation, % at 2 µM. 0.11% of 96,000 active. AID 697, 2007;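 active means activation at 2 µM above a set limit, the mean plus 5 SD, cut at about 37% in these data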
ERa coact inh = ERα–SRC-1 coactivator interaction inhibitors, primary screen, biochemical, TR-FRET, ERα LBD, estradiol-bound. Estrogen receptor (Homo sapiens), P03372. TR-FRET ER-alpha LBD / SRC-1 peptide. inhibition, % at 25.6 µM. 1.7% of 86,000 active. AID 629, 2007; in the data active means inhibition above about 50%;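 further: 0% = receptor plus peptide control and 100% = peptide only without receptor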
Pyk2 oligo antag = antagonists of Pyk2 self-association, primary screen, Q293 cells, FERM NanoBiT luminescence, HTS. Protein-tyrosine kinase 2-beta (Homo sapiens), Q14289. hits give low values. z-score (the deposit names both 25 µM and 10 µM). 0.83% of 99,000 active;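 active means Z-score of -3 or lower, scaled per plate to the spread of control and sample wells; inactive means z-score above -3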;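 further: negative z-score means lost luminescence so less FERM oligomerization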
Target sequence (Q14289 whole entry, looked up): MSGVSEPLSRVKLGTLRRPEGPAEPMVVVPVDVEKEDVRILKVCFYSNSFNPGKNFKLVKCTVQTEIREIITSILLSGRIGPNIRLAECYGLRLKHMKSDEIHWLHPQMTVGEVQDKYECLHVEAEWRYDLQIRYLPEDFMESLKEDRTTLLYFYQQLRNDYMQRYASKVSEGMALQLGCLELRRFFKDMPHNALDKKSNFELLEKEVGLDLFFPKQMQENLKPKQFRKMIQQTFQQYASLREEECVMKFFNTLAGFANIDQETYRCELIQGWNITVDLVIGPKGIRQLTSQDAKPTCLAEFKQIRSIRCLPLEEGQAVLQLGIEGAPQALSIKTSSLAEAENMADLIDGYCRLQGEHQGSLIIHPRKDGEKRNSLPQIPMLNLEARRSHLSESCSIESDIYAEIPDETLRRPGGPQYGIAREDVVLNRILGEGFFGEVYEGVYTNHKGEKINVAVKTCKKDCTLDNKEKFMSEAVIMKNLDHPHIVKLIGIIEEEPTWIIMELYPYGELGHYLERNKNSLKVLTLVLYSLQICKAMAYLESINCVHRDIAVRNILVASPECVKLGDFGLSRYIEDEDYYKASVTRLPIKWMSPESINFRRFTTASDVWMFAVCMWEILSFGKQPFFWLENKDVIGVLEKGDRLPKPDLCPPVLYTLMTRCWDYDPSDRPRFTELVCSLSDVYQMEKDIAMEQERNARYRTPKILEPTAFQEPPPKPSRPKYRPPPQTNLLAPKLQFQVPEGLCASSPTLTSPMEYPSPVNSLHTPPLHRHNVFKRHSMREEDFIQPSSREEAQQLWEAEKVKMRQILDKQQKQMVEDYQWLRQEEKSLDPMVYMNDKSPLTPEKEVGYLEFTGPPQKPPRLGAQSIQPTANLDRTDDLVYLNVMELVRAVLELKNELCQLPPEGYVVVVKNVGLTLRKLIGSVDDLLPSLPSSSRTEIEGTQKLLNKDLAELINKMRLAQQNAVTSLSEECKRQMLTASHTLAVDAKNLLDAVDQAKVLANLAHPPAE
Numbers without * were called inactive; / = no result given; [ ] = dose if it differs, or a comment. This is a random part of the collection; overall some 3.8% were active at least once.

Sequence of screens – F-actin modifier	PTPN22 act	FAK blocker	HUVEC tox TNFa	PTPN22 inh 2	IL1B cytotox	ERa coact inh	Pyk2 oligo antag	VCAM1 TNFa inh
- Cc1nc(SCC(O)CCl)c([N+](=O)[O-])[nH]1 (configuration not stated)
    -1	4	-1	-1	-3	-10	-5	0.88	14
- CC1CCCCC1NCC(=O)Nc1ccccc1-c1ccccc1 (configuration not stated)
    -7	7	3	-12	-8	-21	-9	-1	13
- COc1ccc(C(=O)/C=C(\C)Nc2ccc(NC(C)=O)cc2)cc1
    -13	10	-3	/	-6	23	/	2	2
- O=C1c2ccccc2C(=O)N1CCC(=O)N1CCc2ccccc21
    3	6	1	-12	-7	-17	-8[fluorescence artefact?]	0.76	-10
- c1ccc(-n2nnnc2NC2CCCCC2)cc1
    -6	-4	5	-1	9	-10	/	0.33	1
- CC(C)=CCc1c(O)ccc(C(=O)Cc2ccccc2)c1O
    6	5	1	-36	-8	2	/	-2.9	-3
- CCCn1c(CC)nc([N+](=O)[O-])c1Sc1ccc(F)cc1
    10	6	9	3	-4	-59	/	-1.6	22
- COc1ccc2occ(NC(C)=O)c2c1
    -6	2	0	/	0	6	0	0.38	-9
- COc1ccc(-c2nc(C#N)c(NCc3ccccc3Cl)o2)cc1
    10	4	-1	/	-5	-26	2	-1.2	-14
- COc1ccc(-c2cc(C(=O)NC(C)C)no2)cc1
    10	5	3	-18	-4	-22	-1	0.42	0
- O=C(Nc1ccc(F)cc1F)c1ccco1
    8	4	1	-14	-7	1	28	-0.25	17
- CC(O)C1CCC2C3CC[C@H]4CC(O)CCC4(C)C3CC3(OCCO3)C12C (some centres not stated)
    6	-2	0	-16	5	-1	/	0.01	-14
- CCN(CC)C(=O)C(C)N(C#N)c1nc(SC)nc(N(C)C)n1 (configuration not stated)
    8	-6	1	-38	6	-4	-20	0.08	1
- Cc1ccc(-n2c(Cc3cccs3)nnc2SCC(N)=O)cc1
    -6	12	-4	-14	-12	32	-5	-0.3	6
- CCOC(=O)c1sc(NC(=O)CSc2nnc(C)s2)c(C(=O)OCC)c1C
    41	-11	-8	61	10	-1	5	-1.8	34
- Cc1cc(C(=O)N/N=C2\CC(=O)CC(C)(C)C2)n[nH]1
    /	2	4	12	0	9	/	-0.02	3
- O=C(O)C1(NS(=O)(=O)c2ccc(Cl)cc2)CCCCC1
    -8	4	-1	-25	-5	7	0[fluorescence artefact?]	0.02	2
- CCOC(=O)c1c(NC(=O)c2c(Br)cnn2C)c(C#N)nn1-c1ccccc1
    2	-2	2	-14	-1	22	0	-2.2	3
- O=C(CN1C(=O)c2ccccc2C1=O)Nc1cccnc1
    -7	9	6	-12	-9	5	8	1	6
- Cc1ccc2nc3sc(C(=O)Nc4ccc(N5CCOCC5)cc4)c(N)c3cc2c1
    -65	-1	-2	-6	2	-16	/	/	1
- O=C(Nc1ccccc1N1CCOCC1)c1ccc([N+](=O)[O-])cc1
    16	-5	2	-23	7	2	/	2.5	-6
- O=C(NC(=O)c1ccccc1)NC1(C(F)(F)F)OCCO1
    -6	0	-2	5	-2	-6	/	/	10
- CCOC(=O)c1ccccc1NS(=O)(=O)c1ccc(C)cc1
    /	5	-1	-6	-9	-2	-5	-1.8	-10
- CCc1ccc(NC(=O)CSc2nc3cc(C(=O)OC)ccc3c(=O)n2Cc2ccco2)cc1
    0	4	-4	-7	-5	-130	36	-0.68	6
- Cc1ccc(S(=O)(=O)NCCCCCC(=O)Nc2ccccn2)cc1
    -5	-2	1	-9	3	1	1	-0.23	3
- CCCN1CCCc2cc(CN(CCCN3CCOCC3)C(=O)Nc3ccc(OCC)cc3)ccc21
    -11	-1	3	6	0	-13	3	-0.55	-10
- Cc1ccc(C(=O)N(c2ccccn2)C(C)c2ccco2)cc1C (configuration not stated)
    3	-2	-4	-25	2	-2	/	0.21	-19
- CCOc1ccccc1N1CCN(c2nc(N)c(C#N)c(CC#N)c2C#N)CC1
    4	-6	1	-5	5	21	-18[fluorescence artefact?]	-0.68	18
- O=C(COc1ccccc1)N1CCc2ccccc2C1
    -4	-4	0	0	1	6	-4	-0.22	2
- CCCCNC(=O)CSc1nc2ccccc2c(=O)n1CC1COc2ccccc2O1 (configuration not stated)
    -8	5	0	-9	-3	-8	18	-1.6	13
- Cn1c(N2CCCCC2)nc2c1c(=O)[nH]c(=O)n2C
    -8	-1	7	13	0	-73	-4	0.26	5
- Cc1ccc(NC(=O)C(C)Sc2nnc(-c3cccnc3)n2-c2ccccc2)cc1 (configuration not stated)
    10	2	-3	-13	-3	-31	7	-0.37	12
- Cc1ccc(N=c2c([N+](=O)[O-])nn(-c3ccccc3)n2O)c(C)c1
    6	-14	0	-2	13	7	-3	-0.94	-5
- COC(=O)c1ccccc1NC(=O)c1ccco1
    0	5	5	-11	-6	-54	21	-0.45	0
- CC(=C\C(=O)O)/C(=C/c1ccccc1)C(=O)O
    16	3	-2	-21	0	13	/	0.56	-17
- Cc1cccc2c1Sc1ccccc1CC2=O
    0	-10	4	-10	14	-86	/	-0.21	4
- O=C(/C=C/c1ccc(Cl)cc1Cl)NCc1ccco1
    4	4	5	-5	-1	-22	/	-0.9	0
- CC(C)CC(NC(=O)C(CC(C)C)NC(=O)OC(C)(C)C)C(=O)O (configuration not stated)
    /	-10	-7	-28	9	0	8[fluorescence artefact?]	0.27	6
- O=C(CSc1nc2c(c(=O)n1-c1ccc(Br)cc1)SCC2)NCc1ccco1
    13	4	-1	-12	-6	-2	18	0.05	5
- Cc1ccc(C(=O)CSc2nnc(COc3ccc(C#N)cc3)n2-c2ccccc2)cc1
    8	-4	2	8	6	-12	26	0.36	96*
- O=C(c1ccc2c(=O)n(CC3CCCO3)c(=S)[nH]c2c1)N1CCN(c2ccccc2)CC1 (configuration not stated)
    -8	-15	-3	-16	15	-29	-12	1.1	-6
- CCC(C)NS(=O)(=O)c1ccc(-c2csnn2)s1 (configuration not stated)
    -13	14	1	2	-13	0	18	0.37	4
- Cc1occc1-c1nnc(SCC(=O)N(C)C)o1
    /	5	3	-19	-3	11	7	0.03	12
- CCOC(=O)C(NC(=O)CC)(Nc1ccc(S(=O)(=O)Nc2onc(C)c2C)cc1)C(F)(F)F (configuration not stated)
    5	6	0	-9	-9	5	8	0.43	4
- O=C(C[n+]1ccc(C(=O)N/N=C/c2ccc(OCc3ccccc3)cc2)cc1)c1ccccc1
    -1	2	9	-16	0	0	23	-0.79	6
- Cn1nnnc1SCc1c(F)cccc1F
    48	-7	0	-29	6	10	-20	-0.58	10
- Clc1ccc(CSc2nnnn2-c2ccc3c(c2)OCO3)c(Cl)c1
    17	-4	1	-5	7	7	22[fluorescence artefact?]	-1.5	18
- C=CCn1c(SCC(=O)c2cc(C)n(CCOC)c2C)nc2sc(C)c(C)c2c1=O
    7	-15	-3	-35	14	14	/	-0.3	-16
- CCCCS/C(=C(/C#N)C(N)=O)c1cc2c([nH]1)CCCC2
    45	-4	14	-18	1	-5	9[fluorescence artefact?]	-1.2	-1
- CCOc1ccc(NC(=O)COC(=O)Cc2ccc(S(=O)(=O)N3CCOCC3)s2)cc1
    11	-3	0	-61	2	-10	/	0.45	-2

The results go on.
Sequence of screens – F-actin modifier	PTPN22 act	FAK blocker	HUVEC tox TNFa	PTPN22 inh 2	IL1B cytotox	ERa coact inh	Pyk2 oligo antag	VCAM1 TNFa inh
- Cc1occc1C(=O)NC(C)CCc1ccccc1 (configuration not stated)
    15	5	0	-35	-6	-33	0	0.8	-15
- Cc1noc(C)c1S(=O)(=O)N1CCC(C(=O)N2CCN(c3ccc(Cl)cc3)CC2)CC1
    -2	-5	-1	0	8	-2	1	0.67	0
- O=C(c1cc(NC(=O)C23CC4CC(CC(C4)C2)C3)cc(NC(=O)C23CC4CC(CC(C4)C2)C3)c1)N1CCCCC1
    8	-22	-1	-24	21	-6	4	/	-8
- CN(C)c1ccc(CNC23CN4CN(CN(C4)C2)C3)cc1
    2	5	-5	-4	-6	-24	-10	0.11	-1
- O=C(Nc1cc(C(F)(F)F)ccc1N1CCOCC1)c1cccc(F)c1
    -4	3	2	-18	-2	-30	-5	0.97	6
- O=C(Cn1c(O)c(/C=C2\C=Nc3ccccc32)sc1=O)Nc1ccc2c(c1)OCO2
    -19	-4	-5	-10	10	/	/	-1.2	11
- COc1cccc(CNC(=O)c2cc3oc4ccccc4c3n2C)c1OC
    /	4	3	-45	-4	-4	2	0.64	13
- CCOC(=O)C(CCCOc1ccc(C(C)CC)cc1)C(=O)OCC (configuration not stated)
    -35	2	-1	1	0	13	3	0.14	-4
- Cc1ccc(NC(=O)c2ccc(CSc3ncnc4nc[nH]c34)cc2)c(C)c1
    16	-4	4	-6	6	-14	/	-0.07	1
- CSc1nc2c(c(=O)n1-c1ccc(F)cc1)SCC2
    20	-4	-2	11	7	11	/	-0.03	-18
- CC1(C(=O)O)CCC(C(=O)N2CCOCC2)C1(C)C (configuration not stated)
    26	-8	-7	-24	8	12	-10	-0.25	-4
- O=C(NCc1cccs1)c1cc(-c2cccs2)on1
    11	-3	8	47	1	6	-5	-0.56	27
- COc1ccccc1COC(=O)Nc1c(C)nn(C)c1Cl
    -4	-1	-4	-18	4	5	/	0.2	13
- CCn1cc(/C=N\NC(=O)c2ccc3c(c2)c(C)c(C)n3Cc2ccccc2)c(C)n1
    -16	-2	3	3	0	5	/	-0.31	14
- CC(=O)c1c(C)[nH]c(C(=O)CSc2nnc(-c3ccc(Cl)cc3)n2CC2CCCO2)c1C (configuration not stated)
    -3	-5	0	-11	3	-11	/	-0.09	-6
- CCOC(=O)c1c(-c2ccc(C)c(C)c2)csc1NC(=O)C1CC=CCC1C(=O)O (configuration not stated)
    -4	-12	-3	-5	12	2	/	1.2	-12
- N#Cc1c(-c2ccco2)nc(SCC(=O)Nc2ccc(S(N)(=O)=O)cc2)[nH]c1=O
    11	-2	-4	-14	3	4	/	/	2
- O/N=C\c1cccn1-c1ccc(Br)cc1
    -15	-2	1	8	3	-20	-2	1.2	-18
- O=C1C(NS(=O)(=O)c2cccs2)=C(N2CCN(c3ccccc3)CC2)C(=O)c2ccccc21
    -13	-16	-1	-1	17	3	-6	-0.2	6
- CCC1(CC)Cc2ccccc2-c2nc3ccccc3c(=O)n21
    4	6	-9	-7	-5	-4	17	-0.65	2
- Cn1c(C(=O)Nc2ccccc2)cc2sccc21
    22	16	0	-3	-13	-11	-3	-0.59	-6
- O=C(c1scc2c1CCCC2)N1CCCCC1
    -5	10	-1	-5	-12	4	-1	-0.23	10
- CCN(CCCNC(=O)CC(C(=O)N1CCc2ccccc21)n1ccnc1)c1ccccc1 (configuration not stated)
    -27	-1	3	1	-2	20	-79	-0.53	19
- CCCCS(=O)(=O)NC1=NCN(C2CCN(Cc3ccccc3)CC2)CN1
    -7	-4	-1	0	3	5	-15	/	4

Taken from above.
CCN(CCCNC(=O)CC(C(=O)N1CCc2ccccc21)n1ccnc1)c1ccccc1 (configuration not stated) in PTPN22 inh 2 is entered as -2
O=C(c1scc2c1CCCC2)N1CCCCC1 in FAK blocker is entered as -1
